ANO1 activ = TMEM16A chloride channel activators or potentiators, primary screen, cell-based, HTS; Anoctamin-1 (Mus musculus), Q8BHY3; HEK293 TMEM16A/YFP-H148Q/I152L, iodide quench fluorescence; active compounds read low; B-score at 10 µM; 0.3% of 340,000 active; AID 623877, 2012;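 active = fluorescence-ratio B-score plate-corrected deviation score at least 3 library SD below zero, with starting fluorescence score within 5 deviations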;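 note: channel opened by trigger with iodide after compound preincubation; score built on the fluorescence ratio of max minus min over baseline; more negative score means more quench and so TMEM16A activation or potentiation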
Target sequence (Q8BHY3 whole entry, looked up): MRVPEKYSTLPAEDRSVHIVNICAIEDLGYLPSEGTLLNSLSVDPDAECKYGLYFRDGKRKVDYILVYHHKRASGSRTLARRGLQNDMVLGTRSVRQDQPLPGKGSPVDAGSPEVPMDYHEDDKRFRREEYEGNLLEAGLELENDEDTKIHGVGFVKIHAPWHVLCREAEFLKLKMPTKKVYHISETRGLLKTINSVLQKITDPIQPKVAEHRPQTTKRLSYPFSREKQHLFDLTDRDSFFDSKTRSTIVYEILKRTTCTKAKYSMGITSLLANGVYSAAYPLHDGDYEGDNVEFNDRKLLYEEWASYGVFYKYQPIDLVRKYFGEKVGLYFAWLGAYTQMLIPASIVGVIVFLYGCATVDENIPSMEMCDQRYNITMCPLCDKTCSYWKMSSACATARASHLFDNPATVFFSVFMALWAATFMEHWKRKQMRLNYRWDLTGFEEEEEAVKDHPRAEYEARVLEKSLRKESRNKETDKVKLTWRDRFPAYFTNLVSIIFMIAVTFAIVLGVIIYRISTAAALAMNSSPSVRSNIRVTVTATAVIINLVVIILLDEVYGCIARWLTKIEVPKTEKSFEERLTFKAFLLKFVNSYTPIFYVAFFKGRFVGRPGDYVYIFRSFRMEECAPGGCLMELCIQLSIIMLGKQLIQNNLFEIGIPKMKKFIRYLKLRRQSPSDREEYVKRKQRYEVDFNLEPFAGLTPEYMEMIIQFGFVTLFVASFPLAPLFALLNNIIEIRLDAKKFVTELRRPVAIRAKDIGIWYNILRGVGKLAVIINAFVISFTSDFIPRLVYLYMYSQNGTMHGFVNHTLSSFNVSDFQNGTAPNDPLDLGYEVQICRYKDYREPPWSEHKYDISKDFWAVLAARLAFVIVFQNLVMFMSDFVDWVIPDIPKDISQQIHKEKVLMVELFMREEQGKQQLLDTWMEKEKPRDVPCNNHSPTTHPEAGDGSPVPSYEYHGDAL
Calls only; i = inactive.

| molecule | ANO1 activ |
| --- | --- |
| c1nc(NCc2ccc3c(c2)OCO3)c2cc(-c3ccc4c(c3)OCCO4)ccc2n1 | i |
| CC(C)(C)OC(=O)N[C@@H](C(=O)OC(C)(C)C)c1ccccc1 | i |
| CN(C)C(=O)c1ccc(-c2cc3onc(-c4ccccc4)c3c(=O)n2C)cc1 | i |
| Cc1nc(SCC(=O)N(C)C2CCS(=O)(=O)C2)c(C#N)c(C)c1C (centres undefined) | i |
| Cc1ccc(C)c(S(=O)(=O)Nc2ccc(-n3cnnn3)cc2)c1 | i |
| CC12CCC(O)CC1=CCC1C2CCC2(C)c3[nH]ncc3CC12 (centres undefined) | i |
| O=C(OCCCc1cc2ccccc2c(=O)o1)c1ccccc1C(F)(F)F | i |
| COc1cccc(CNC(=O)CCC(=O)N2CCOCC2)c1 | i |
| CC(=O)Nc1c(Cl)cc2c(c1Cl)C(=O)c1ccccc1-2 | i |
| CC(=O)C1CCC2C3CC(O)C4=CC(=O)CCC4(C)C3C(=O)CC12C (centres undefined) | i |
| O=C(Nc1cccc(S(=O)(=O)Nc2ccc(Cl)cc2)c1)c1ccccn1 | i |
| COc1cc(C(C)=O)ccc1OCC(=O)Nc1ccc2nc(C)sc2c1 | i |

The last 5 records of the part above are carried over, then new ones follow.
| molecule | ANO1 activ |
| --- | --- |
| COc1cccc(CNC(=O)CCC(=O)N2CCOCC2)c1 | i |
| CC(=O)Nc1c(Cl)cc2c(c1Cl)C(=O)c1ccccc1-2 | i |
| CC(=O)C1CCC2C3CC(O)C4=CC(=O)CCC4(C)C3C(=O)CC12C (centres undefined) | i |
| O=C(Nc1cccc(S(=O)(=O)Nc2ccc(Cl)cc2)c1)c1ccccn1 | i |
| COc1cc(C(C)=O)ccc1OCC(=O)Nc1ccc2nc(C)sc2c1 | i |
| Cc1ccc(CNC(=O)c2ccc(F)c(S(=O)(=O)N3CCOCC3)c2)cc1 | i |
| O=S(=O)(N=C(NS(=O)(=O)c1ccc(Cl)cc1)c1ccccc1)c1ccc(Cl)cc1 | i |
| COc1ccc(O)c(C(=O)c2cnn(S(=O)(=O)c3ccc(C)cc3)c2)c1 | i |
| CCN(CC(=O)Nc1ccc2c(c1)OCCO2)C(=O)c1ccc(CS(C)(=O)=O)cc1 | i |
| CCCCn1c(N)c(N(CC(C)C)C(=O)C2CCC2)c(=O)[nH]c1=O | i |
| COc1ccc2c(c1)OC[C@H]1[C@H]2N2C(=O)CN(Cc3ccccc3)C(=O)[C@@]2(C)[C@H]1c1ccccc1 | i |
| Cc1cccc(C2NC(=O)c3ccccc3N2)c1 (centres undefined) | i |
| CCN(CC)S(=O)(=O)c1cc(NC(=O)COC(=O)c2c(C)noc2C)ccc1C | i |
| O=C1N(c2ccccc2C(F)(F)F)O[C@@]1(c1ccccc1)C1CCCCC1 | i |
| COc1ccc(CN=C2NC(=O)CC(C(=O)Nc3ccc([N+](=O)[O-])cc3C)S2)cc1 (centres undefined) | i |
| CCN(C(=O)COC(=O)c1ccc2[nH]c(C)c(C)c2c1)c1c(N)n(Cc2ccccc2)c(=O)[nH]c1=O | i |
| O=C1C=CC(=O)N1c1ccc2c(c1)Cc1cc(F)ccc1-2 | i |
| CCN(CC(=O)Nc1cc(Cl)ccc1-n1cncn1)Cc1nc2ccccc2c(=O)[nH]1 | i |
| C[C@@H](NC(=O)c1nc[nH]c1C(=O)OCc1ccccc1)c1ccccc1 | i |
| C[C@@H]1CN([C@H](C)CO)C(=O)Cc2cc(NS(=O)(=O)c3ccc(Cl)cc3)ccc2O[C@H]1CN(C)Cc1ccc(C(F)(F)F)cc1 | i |
| CC(=O)c1c(C)[nH]c(C(=O)COC(=O)CCNS(=O)(=O)c2ccc(C)c(C)c2)c1C | i |
| O=C(CSC1=Nc2ccccc2C2CC=NN12)NCc1ccco1 (centres undefined) | i |
| CCN(C(=O)CSc1ncccn1)c1cccc2ccccc12 | i |
| Cc1cc(Br)ccc1NC(=O)CN(C)C(=O)C1CCN(C(=O)c2ccc(Cl)cc2)CC1 | i |
| CCOc1ccc(NC(=O)N(O)C2(C#N)CCCCC2)cc1 | i |
| C/C(=N\NC(=O)c1ccccc1OCc1ccc(F)cc1)c1ccccn1 | i |
| CC(Sc1ncccn1)C(=O)NNC(=O)c1cccc(Cl)c1 (centres undefined) | i |
| N#Cc1c(SCc2c(Cl)cccc2Cl)nc(N)[nH]c1=S | i |
| CCOC(=O)C1=C(COC(=O)/C=C/c2ccc([N+](=O)[O-])cc2)NC(=O)NC1C (centres undefined) | i |
| Cc1ccc(S(=O)(=O)CCC(=O)OCc2nnc(-c3ccccc3)o2)cc1 | i |
| COCCn1c(SCC(=O)NC(=O)NC2CCCC2)nc2ccccc2c1=O | i |
| CCc1noc(C)c1C(=O)NNC(=O)COc1ccccc1C | i |
| O=C(CCS(=O)(=O)c1ccccc1Cl)NC1CCCCCC1 | i |
| CC1=C(c2ccccc2)C(O)(c2ccccc2)C(C)C1=O (centres undefined) | i |
| O=C(O)c1ccc(C(=O)c2cc([N+](=O)[O-])cc([N+](=O)[O-])c2)cc1 | i |
| CCSc1nc2nccnc2c(=O)[nH]1 | i |
| COc1cccc(C=NN2CCCCCC2)c1OC | i |
| O=C1NC2CCCCC2C(=O)N1OS(=O)(=O)c1ccccc1 (centres undefined) | i |
| CCn1c(=N)c(C(=O)NC)cc2c(=O)n3cccc(C)c3nc21 | i |
| COc1ccc(N(C)S(=O)(=O)c2cccc(C(=O)Nc3cccc(C(=O)NC4CC4)c3)c2)cc1 | i |
| C=C(C)[C@H]1CC=C(C)C(=O)C1 | i |
| CC(Oc1cccnc1[N+](=O)[O-])C(=O)Nc1cccc(Cl)c1 (centres undefined) | i |
| Nc1ccc(S(=O)(=O)Nc2cnc3c(Cl)cccc3n2)cc1 | i |
| C=CCC[C@@H](Cc1ccc(F)cc1)C(=O)OC[C@@H](Cc1ccccc1)NC(=O)[C@@H](CC=C)CC(=O)N[C@@H](CO)Cc1ccccc1 | i |
| COc1ccc(N2CCN(C(=O)c3cccc(S(=O)(=O)N4CCCc5ccccc54)c3)CC2)cc1 | i |
| CCOC(=O)c1ccc(-n2cccc2/C=C2\NC(=O)NC2=O)cc1 | i |
| O=C(NNC(=O)c1cccc2ccccc12)c1ccc(Cl)cc1Cl | i |
| Cc1cccc(C(=O)NCC(=O)OCC(=O)c2ccc(C)s2)c1 | i |
| Cc1noc(C)c1COc1ccccc1C(=O)N1CCN(S(=O)(=O)c2cccc([N+](=O)[O-])c2)CC1 | i |
| CN(C(=O)c1cccc(NC(=O)C2CCN(C(=O)OC(C)(C)C)CC2)c1)C1CCCCC1 | i |
| Cc1ccc(C(=O)NNC(=O)c2cccc(S(=O)(=O)N3CCOCC3)c2)cc1 | i |
| CCN1C(=O)[C@H]2[C@@H](c3ccc(-c4ccccc4)c(OC)c3)N[C@@](CC(C)C)(C(=O)OC)[C@H]2C1=O | i |
| O=C(CSc1n[nH]c(-c2cccs2)n1)N1CCCC1 | i |

In a second layout: entries from further up
| ANO1 activ | smiles |
| --- | --- |
| i | Cc1cccc(C(=O)NCC(=O)OCC(=O)c2ccc(C)s2)c1 |
| i | Cc1noc(C)c1COc1ccccc1C(=O)N1CCN(S(=O)(=O)c2cccc([N+](=O)[O-])c2)CC1 |

Further structures:
compound | ANO1 activ
O=C(CN1C(=O)NC2(CCCc3ccccc32)C1=O)NCc1cccs1 (centres undefined) | i
CCCCN(C(=O)c1cc2c(s1)CCCCC2)c1c(N)n(CCC)c(=O)[nH]c1=O | i
Nc1ccc(C(=O)NN2C(=O)[C@H](Cl)C2c2ccc(Cl)cc2)cc1 (some centres undefined) | i
CC(C)(C)OC(=O)C[C@@H]1C/C=C\C[C@H](CC(=O)N[C@@H](CO)Cc2ccccc2)C(=O)N[C@H](Cc2ccccc2)COC1=O | i
O=C1C[C@H](c2ccc(O)cc2)Oc2cc(O[C@@H]3O[C@H](CO)[C@@H](O)[C@H](O)[C@H]3O)cc(O[C@@H]3O[C@H](CO)[C@@H](O)[C@H](O)[C@H]3O)c21 | i
Cc1noc(C)c1C(=O)NCC1COc2ccccc2O1 (centres undefined) | i
CC(=O)Nc1cccc(C(=O)N2CCN(S(=O)(=O)c3ccc(C4CCCCC4)cc3)CC2)c1 | i
Cc1ccn2cc(C(=O)N3CCN(c4cnn(-c5ccccc5)c(=O)c4Cl)CC3)nc2c1 | i
O=S(=O)(Nc1cc(Cl)ccc1-n1cncn1)c1ccc(F)cc1 | i
CC(=O)N1CCN(S(=O)(=O)c2cccc(C(=O)NNC(=O)COc3c(C)cccc3C)c2)CC1 | i
O=C(COc1ccccc1[N+](=O)[O-])NCC1(N2CCCCC2)CCCCC1 | i
CCOC(=O)CCCC(=O)Nc1ncnc2c1C(c1ccccc1)c1c(ccc3ccccc13)O2 (centres undefined) | i
O=C(CCNS(=O)(=O)c1ccc(Br)cc1)NCC1CCCO1 (centres undefined) | i
Cc1cc(NC(=O)CSc2nnc(NCc3ccco3)s2)no1 | i
CCN(C(=O)CSc1nnc(-c2ccco2)n1CC)c1c(N)n(Cc2ccccc2)c(=O)[nH]c1=O | i
CCOC(=O)C1=NNC(=O)C1 | i
O=C(CSc1n[nH]c(-c2cccs2)n1)N1CCOCC1 | i
CC(=O)Nc1ccc(S(=O)(=O)NCC(=O)OCC(=O)N2CCCCCC2)cc1 | i
CC1(C)OC(C)(C)/C(=C\c2ccc(OCC(N)=O)cc2)C1=O | i
CN(CC(=O)Nc1cccc(F)c1)C(=O)c1sccc1-c1ccccc1 | i
CCCCN(C(=O)C1CSC2(C)CCC(=O)N12)c1c(N)n(Cc2ccccc2)c(=O)[nH]c1=O (centres undefined) | i
CCN(C(=O)COC(=O)c1cccnc1)c1cccc2ccccc12 | i
CC1Cc2ccccc2N1S(=O)(=O)c1cccc(C(=O)N2Cc3ccccc3CC2C(N)=O)c1 (centres undefined) | i
COc1ccc(C(=O)Nc2ccc(NC(C)=O)cc2)cc1S(=O)(=O)N1CCCCC1C (centres undefined) | i
COc1cccc(-c2sc3ccc(OC)cc3c2C#CCCO)c1 | i
O=C1OCC2=C1C(c1ccc(Cl)cc1)c1cc3c(cc1O2)OCO3 (centres undefined) | i
COc1cccc(CN2c3ccc(Br)cc3C(=O)CS2(=O)=O)c1 | i
COc1ccc(C(=O)OCC#CCSc2nnc(-c3cccc4ccccc34)o2)cc1 | i
O=C(Cn1ccccc1=O)Nc1ccc(Cl)c(S(=O)(=O)N2CCCCC2)c1 | i
CC(OC(=O)c1cc(=O)[nH]c2ccccc12)C(=O)N1C(C)CCCC1C (centres undefined) | i
CCc1ccc(S(=O)(=O)NCC2(N3CCOCC3)CCCCC2)cc1 | i
CC(=O)N/C(=C\c1ccccc1)C(=O)OCC(=O)N(C)C1CCS(=O)(=O)C1 (centres undefined) | i
Nc1ccccc1NC1CCCCC1 | i
NC(=O)c1ccccc1OCC(=O)Nc1ccc2c(c1)OCCO2 | i
CC1(C)C(=O)Nc2ccccc2N1C(=O)COc1cc(Cl)ccc1Cl | i
CC(=O)Nc1ccc(NC(=O)COC(=O)c2ccc(S(=O)(=O)NCc3ccco3)cc2)cc1 | i
CC(C#N)(CCc1ccccn1)CCc1ccccn1 | i
CN(CC(=O)Nc1ccccc1Cl)C(=O)COC(=O)/C=C/c1cccs1 | i
CCCCn1c(-c2ccc(Cl)cc2)nc2c(=O)n(C)c(=O)[nH]c21 | i
O=C(NN=Cc1ccccc1C(=O)O)c1ccc(NS(=O)(=O)c2cccs2)cc1 | i
Cc1ccc(NC(=O)COC(=O)Cn2ccc(C(F)(F)F)n2)cc1Cl | i
COC(C)(C)[C@@H](O)COc1c2ccoc2cc2oc(=O)ccc12 | i
CC(NCC(=O)Nc1ccccc1C(=O)NC1CC1)c1ccc(S(N)(=O)=O)cc1 (centres undefined) | i
O=C(COC(=O)C1(c2ccccc2)CCCC1)N1CCNC1=O | i
CC1CC(C)CN(C(=O)C(C)N2CCN(S(=O)(=O)c3ccc(C(F)(F)F)cc3)CC2)C1 (centres undefined) | i
CC(NC(=O)COC(=O)c1ccc2c(=O)n3c(nc2c1)CCCCC3)c1ccccc1 (centres undefined) | i
CCOc1ccccc1NC(=O)COC(=O)c1ccc(S(=O)(=O)N2CCCC2)cc1 | i
O=C(COC(=O)c1ccc(N2CCCC2=O)cc1)Nc1ccccc1 | i

Shown with the structure last: entries from further up.
| ANO1 activ | Compound |
| --- | --- |
| i | CC(NCC(=O)Nc1ccccc1C(=O)NC1CC1)c1ccc(S(N)(=O)=O)cc1 (centres undefined) |
| i | CN(CC(=O)Nc1ccccc1Cl)C(=O)COC(=O)/C=C/c1cccs1 |
| i | O=C(NN=Cc1ccccc1C(=O)O)c1ccc(NS(=O)(=O)c2cccs2)cc1 |

Next section:
compound | ANO1 activ
CN(CC(=O)NCc1ccc2c(c1)OCO2)S(=O)(=O)c1ccc(Cl)cc1 | i
COc1ccc(OC)c(N2C(=O)CC(NNC(=O)c3ccc4c(c3)OCO4)C2=O)c1 (centres undefined) | i
CCN(Cc1ccc(Cl)s1)C(=O)c1cccc(OCc2c(C)noc2C)c1 | i
N=C(N1CCCc2ccccc21)N1CCCc2ccccc21 | i
Cc1cc(C(C)(C)C)cc(C)c1COC(=O)CN1C(=O)NC2(CCCC2)C1=O | i
NC(=O)NC(=O)C(c1ccccc1)N1CCN(S(=O)(=O)c2ccc(Br)s2)CC1 (centres undefined) | i
Cc1cccc(COc2ccccc2C(=O)N(C)CC(=O)Nc2cccc(F)c2)c1 | i
CCCN(C(=O)/C=C/c1ccc(S(=O)(=O)N(CC)CC)cc1)C1CCS(=O)(=O)C1 (centres undefined) | i
COc1cc(Cl)c(C)cc1NC(=O)COC(=O)c1ccc(CN2CCCC2=O)cc1 | i
O=C(COC(=O)CCC(=O)c1ccc(F)cc1)NCc1ccccc1Cl | i
CC(C)Cn1c(SCC(=O)N2CCc3ccccc3C2)nc(O)cc1=O | i
COc1ccc(CC(=O)N[C@@H]2c3cc(OC)c(OC)cc3C[C@H]2OCc2ccccc2)cc1 | i
CCN(CC(=O)Nc1ccc(NC(C)=O)cc1)C(=O)c1ccc(N2CCC(C)CC2)c([N+](=O)[O-])c1 | i
O=C(COc1ccc(-c2nnco2)cc1)N1CCOCC1 | i
Cc1ccc(S(=O)(=O)N2CCCCC2)cc1NC(=O)CNc1ccccc1N1CCCC1=O | i

Bioassay records (PubChem)

Some of the compounds tested. The share of hits here may be higher or lower than overall.
